Growth percent in the NCI-60 one-dose screen (48 h, 10 µM unless noted): 100 = growth as untreated, 0 = no growth, -100 = all killed.
OVCAR-4: OVCAR-4 ovarian cancer cells; 80,000 compounds, 3.7% hits; AID 1794784
HCT-15: HCT-15 colon cancer; 82,000 compounds, 5.2% hits; AID 1794746
IGROV1: IGROV1 ovarian cancer. 79,000 compounds, 4.7% hits
KM12: KM12 colon cancer cells. AID 1794800. 82,000 compounds, 5% hits
SK-OV-3: SK-OV-3 ovarian cancer cells; 80,000 compounds, 3.2% hits; AID 1794785
HCT-116: HCT-116 colon cancer | 82,000 compounds, 7.3% hits | AID 1794798
COLO 205: COLO 205 colon cancer; AID 1794742; 79,000 compounds, 7.3% hits
SW-620: SW-620 colon cancer. 82,000 compounds, 5.2% hits
HT29: HT29 colon cancer; 81,000 compounds, 7.4% hits; AID 1794748
An asterisk follows results filed as active; . = not tested or not shown. How the source made its calls: active means growth percent below 10; inactive means the rest.

SMILES | OVCAR-4 | HCT-15 | IGROV1 | KM12 | SK-OV-3 | HCT-116 | COLO 205 | SW-620 | HT29
CCCN(CCC)c1cc(=O)nc2ccccn12 | 95 | 103 | 102 | 113 | 96 | 107 | 118 | 113 | 103
CCOC(=O)c1c[nH]c2cc(OCC3CC3)c(OCC3CC3)cc2c1=O | 118 | 104 | . | 96 | 110 | 111 | 113 | 100 | 111
O=C1c2cccc3c(-c4ccc(-c5nc6c7ccccc7c7ccccc7c6[nH]5)cc4)ccc(c23)C(=O)N1Cc1ccccc1 | 103 | 103 | 106 | 97 | 107 | 101 | 115 | 108 | 104
CCSc1nc(-c2ccc(Br)cc2)c(C#N)c(=O)n1CC | 94 | 85 | 93 | 107 | 106 | 83 | 128 | 105 | 89
Cc1nn(-c2ccccc2)c(N2CCCCC2)c1-c1nc2ccc(C(=O)O)cc2[nH]1 | 103 | 117 | 99 | 99 | 108 | 95 | 108 | 104 | 102
Nc1nc(Cl)cc(Cl)n1 | 112 | 102 | 100 | 106 | 91 | 90 | 97 | 109 | 87
Oc1cccc(CCc2ccc(Oc3cc(CCc4cccc(O)c4)cc(O)c3O)cc2)c1 | 59 | 39 | 42 | 81 | 95 | 73 | 111 | 79 | 99
COc1ccc(-n2nnc3c(sc4ccccc43)c2=O)cc1 | -47* | 102 | -0.8* | 70 | -16* | 5.8* | 81 | 84 | 44
Cc1csc(=O)[nH]1 | 104 | 122 | 116 | 92 | 106 | 98 | 115 | 105 | 105
Cc1ccc(-c2cc3nc(C(Cl)Cl)nc(-c4cccs4)n3n2)cc1 | 71 | 62 | 62 | 27 | 86 | 64 | 44 | 52 | 39

Looked up one by one from the list above (two):
SMILES | OVCAR-4 | HCT-15 | IGROV1 | KM12 | SK-OV-3 | HCT-116 | COLO 205 | SW-620 | HT29
Nc1nc(Cl)cc(Cl)n1 | 112 | 102 | 100 | 106 | 91 | 90 | 97 | 109 | 87
O=C1c2cccc3c(-c4ccc(-c5nc6c7ccccc7c7ccccc7c6[nH]5)cc4)ccc(c23)C(=O)N1Cc1ccccc1 | 103 | 103 | 106 | 97 | 107 | 101 | 115 | 108 | 104

(next part)
SMILES | OVCAR-4 | HCT-15 | IGROV1 | KM12 | SK-OV-3 | HCT-116 | COLO 205 | SW-620 | HT29
CCCCCCC(C)(O)c1ccccc1 (stereo not given) | 110 | 110 | 122 | 107 | 103 | 109 | 114 | 107 | .
CC(C)(C(O)c1ccccc1)[N+](=O)[O-] (stereo not given) | 94 | 96 | 102 | 104 | 113 | 100 | 106 | 101 | 102
CNC(=O)C(=O)NC | 101 | 101 | 113 | 110 | 107 | 107 | 114 | 102 | 103
COc1ccc(C2=NNC(c3ccc(Oc4ccc(Cl)cc4)cc3)C2)cc1OC (stereo not given) | 32 | 96 | 85 | 89 | 98 | 76 | 107 | 93 | 92
C#CCOC(=O)[C@]1(C)CCC[C@]2(C)[C@H]3C[C@H]4C(C(C)C)=C[C@]3(CC[C@H]21)[C@@H]1C(=O)OC(=O)[C@@H]14 | 96 | 86 | 103 | 97 | 89 | 87 | 114 | 93 | 87
Cn1c([N+](=O)[O-])cnc1/C=C1\Oc2ccc(Br)cc2C1=O | 3.0* | -41* | -22* | -46* | -8.0* | -27* | -42* | -65* | -31*
Cc1ccc(C)c(C(O)(c2cc(C)ccc2C)C2(O)CCCCC2)c1 | 93 | 95 | 104 | 95 | 91 | 90 | 97 | 97 | 90
COC(=O)c1ccc(C(=O)OC)c(=O)[nH]1 | 100 | 108 | 101 | 115 | 109 | 111 | 105 | 102 | 110
Cc1cc2ccccc2c[n+]1CC(=O)c1ccccc1 | 114 | 106 | 96 | 103 | 102 | 102 | 94 | 104 | 97
O=C(CCCCCSc1nc(-c2ccccc2)cc(-c2ccc(Cl)cc2)n1)NO | 106 | 99 | 98 | 100 | 90 | 94 | 108 | 93 | 102
O=C1C=CC(=O)c2c(O)c(CO)c(CO)c(O)c21 | 65 | 38 | 53 | 115 | 109 | 75 | 12 | 109 | 60
O=C(Nc1ccccc1)Nc1ccc(C(=O)/C=C2\C(=O)Nc3ccccc32)cc1 | . | 100 | 72 | 101 | 88 | 99 | 110 | 76 | 97
Cc1ccc(C(F)(F)F)cc1N1CCN(C(=O)[C@H]2C[C@H]2c2ccc(S(F)(F)(F)(F)F)cc2)CC1 | . | 76 | 65 | 67 | 77 | 97 | 72 | 89 | 52
Nc1ccc(OS(=O)(=O)c2ccccc2)cc1 | 105 | 109 | 102 | 107 | 101 | 100 | 107 | 103 | 103
CC(=O)OCC(=O)[C@@]1(O)[C@H](C)CC2C3CCC4=CC(=O)C=C[C@]4(C)[C@@]3(F)[C@@H](O)C[C@@]21C (stereo not given in full) | 101 | 105 | 96 | 105 | 70 | 98 | 111 | 110 | 99
CC1=C(C(=O)Nc2ccc(F)cc2)C(c2ccc(F)cc2)C2=C(CC(C)(C)CC2=O)N1 (stereo not given) | 90 | 92 | 104 | 103 | 98 | 101 | 101 | 93 | 106
SCc1cc2c(cc1Br)OCO2 | 109 | 107 | 112 | . | 97 | 99 | 109 | 103 | 96
COc1ccc2c(c1)c(-c1noc(-c3cn(C)c4ncc(F)cc34)n1)cn2C | 18 | 85 | 70 | 88 | 79 | 81 | 88 | 82 | 78
CNS(=O)(=O)c1n[nH]nc1-c1cc(C(C)(C)C)c(O)c(C(C)(C)C)c1 | 100 | 95 | 103 | 105 | 93 | 95 | 103 | 109 | 108
CCOC(=O)c1[nH]c2cc(Cl)ccc2c1C(C(=O)NC1CCCCC1)N1CCN(CC)C(=O)c2ccccc2C1=O (stereo not given) | 88 | 102 | 84 | 95 | 96 | 89 | . | 94 | 95
COc1ccc(NC(=S)N/N=C/c2ccnc(F)c2)cc1 | 107 | 100 | 95 | 104 | 97 | 83 | 117 | 105 | 85
COc1ccc(C2=C/C(=C\c3ccc(O)c(OC)c3)C(=O)N2Cc2ccccc2)cc1 | 110 | 87 | 104 | 97 | 90 | 95 | 101 | 92 | 100
Oc1ccc(Cl)cc1/C=N/Nc1nc2ccccc2s1 | 52 | 38 | 38 | 64 | 85 | 51 | 97 | 70 | 95
CCCc1oc2cc(O)ccc2c(=O)c1Oc1ccc(F)cc1 | 95 | 95 | 99 | 96 | 89 | 76 | 105 | 101 | 101
O=C1/C(=C/c2cnc(-c3ccccc3)s2)SC(=S)N1Cc1ccc2c(c1)OCO2 | 78 | 81 | 64 | 100 | 36 | 69 | 125 | 102 | 111
Cc1c(/C=C/[N+](=O)[O-])ccc2c1[nH]c1ccccc12 | 116 | 81 | 101 | 52 | 114 | -98* | 82 | 78 | 96
O=C1NC(=O)c2c1c1c3cc(Br)ccc3[nH]c1c1oc3ccc(F)cc3c21 | -88* | 22 | -47* | 15 | -5.1* | 0.6* | 30 | 3.6* | 36
CC(C)n1c(=S)[nH]c2ccccc2c1=O | 117 | 107 | 101 | 95 | 117 | 96 | 99 | 97 | 109
O=C(Nc1ccc(Br)cc1)Oc1ccc(Cl)cc1C(=O)c1ccccc1 | 95 | 82 | 106 | 93 | 118 | 94 | 120 | 106 | 97
CCCC(O)Cn1ncc(C(=O)OCC)c1NC(=O)NCc1ccccc1C(F)(F)F (stereo not given) | 88 | 103 | 97 | 102 | 102 | 77 | 112 | 106 | 74
CCCCNC(=O)Nc1ccccc1CC | 97 | 107 | 109 | 100 | 105 | 95 | . | 93 | 109
O=C1C(Cl)=C(Cl)C(=O)C(Cl)(Cl)C1(Cl)Cl | . | 104 | 115 | 107 | 102 | 112 | 108 | 119 | 105
Cc1ccc(/C=C(/C#N)n2nnc3cccc(F)c32)cc1 | 23 | 5.5* | 18 | -18* | 28 | 2.1* | -19* | 1.9* | 9.9*
Cc1ccc(C2C=CC(C#N)=CN2Cc2ccccc2)cc1 (stereo not given) | 84 | 87 | 106 | 96 | 106 | 97 | 104 | 99 | 91
CC(=O)c1ccc(NC(=O)CSc2nnc(-c3ccc(Cl)cc3)o2)cc1 | 101 | 89 | 96 | 93 | 101 | 99 | 119 | 99 | 92
O=C(NCN1C(=O)c2cccc3cccc(c23)C1=O)N1CCC(Cc2ccccc2)CC1 | 99 | 104 | 100 | 99 | 91 | 87 | 98 | 100 | 70
CCOC(=O)C1=C(C(F)(F)F)NC(=O)NC1CN1C(=O)c2ccccc2C1=O (stereo not given) | 110 | 123 | 122 | 115 | 121 | 112 | 116 | 105 | 113
Cc1cc(=O)[nH]n1-c1cc(Cl)ccc1N | 105 | 92 | 109 | 119 | 99 | 96 | 103 | 113 | 102
CCCCCCCCCCCCCCCCC1CO1 (stereo not given) (tested in a mixture with another compound) | 106 | 111 | 93 | 118 | 117 | 111 | 111 | 109 | 110
COc1cc(-c2noc(-c3cc(OC)c(OC)c(OC)c3)n2)cc(OC)c1OC | 99 | 105 | 93 | 97 | 94 | 87 | 106 | 95 | 95
COc1cc(C(=O)Nc2ccc(-c3nc4ccccc4[nH]3)cc2)cc(OC)c1OC | 62 | . | 47 | 34 | 56 | 24 | 45 | 15 | 15
C[C@@H]1CC[C@@H]2[C@@H]1[C@H](OC(=O)/C=C/c1ccccc1)[C@]1(c3ccccc3)C[C@@H](NC(=O)CO)[C@@]2(C)O1 | 97 | 92 | 102 | 95 | 90 | 100 | 100 | 104 | 109
COc1cc(-c2nc3ccccc3[nH]2)ccc1OCC(=O)N=Nc1c(O)[nH]c2ccc([N+](=O)[O-])cc12 | 109 | 108 | 99 | 74 | 99 | 105 | 112 | 105 | 110
NCCC(=O)c1ccccc1 | 125 | 100 | 101 | 106 | 104 | 100 | 108 | 107 | 95
COC(=O)CC(CNC(=O)Nc1ccc(Cl)cc1Cl)C(=O)OC (stereo not given) | 112 | 108 | 106 | 103 | 94 | 106 | . | 101 | 105
CC(C)=CCCC(C)c1ccc(C)c2c1OCN(CCCCC(=O)O)C2 (stereo not given) | 105 | 92 | 107 | 107 | 104 | 89 | 110 | 101 | 83
COc1ccc(S(=O)(=O)n2cc(C=O)c3ccccc32)c(OC)c1 | 81 | 40 | 87 | 95 | 97 | 15 | 108 | 35 | 107
COc1ccc(C/C(C)=C(/c2ccc(OCCCN(C)C)cc2)c2ccc(OC(=O)Cc3ccccc3)cc2)cc1 | 88 | 99 | 104 | 107 | 92 | 86 | 109 | 97 | 89
COc1ccc(/C=C/C(=O)c2cc3c(N)c(C(=O)Nc4ccccc4Cl)sc3nc2C)cc1 | -13* | 54 | 27 | 52 | 58 | 59 | 70 | 48 | 39

15 compounds from above, arranged by molar mass, smallest number first.
SMILES | OVCAR-4 | HCT-15 | IGROV1 | KM12 | SK-OV-3 | HCT-116 | COLO 205 | SW-620 | HT29
NCCC(=O)c1ccccc1 | 125 | 100 | 101 | 106 | 104 | 100 | 108 | 107 | 95
Cc1cc(=O)[nH]n1-c1cc(Cl)ccc1N | 105 | 92 | 109 | 119 | 99 | 96 | 103 | 113 | 102
CCCCCCCCCCCCCCCCC1CO1 (stereo not given) (tested in a mixture with another compound) | 106 | 111 | 93 | 118 | 117 | 111 | 111 | 109 | 110
Cc1ccc(/C=C(/C#N)n2nnc3cccc(F)c32)cc1 | 23 | 5.5* | 18 | -18* | 28 | 2.1* | -19* | 1.9* | 9.9*
O=C1C(Cl)=C(Cl)C(=O)C(Cl)(Cl)C1(Cl)Cl | . | 104 | 115 | 107 | 102 | 112 | 108 | 119 | 105
COc1ccc(S(=O)(=O)n2cc(C=O)c3ccccc32)c(OC)c1 | 81 | 40 | 87 | 95 | 97 | 15 | 108 | 35 | 107
CC(C)=CCCC(C)c1ccc(C)c2c1OCN(CCCCC(=O)O)C2 (stereo not given) | 105 | 92 | 107 | 107 | 104 | 89 | 110 | 101 | 83
COC(=O)CC(CNC(=O)Nc1ccc(Cl)cc1Cl)C(=O)OC (stereo not given) | 112 | 108 | 106 | 103 | 94 | 106 | . | 101 | 105
CCOC(=O)C1=C(C(F)(F)F)NC(=O)NC1CN1C(=O)c2ccccc2C1=O (stereo not given) | 110 | 123 | 122 | 115 | 121 | 112 | 116 | 105 | 113
COc1cc(-c2noc(-c3cc(OC)c(OC)c(OC)c3)n2)cc(OC)c1OC | 99 | 105 | 93 | 97 | 94 | 87 | 106 | 95 | 95
COc1cc(C(=O)Nc2ccc(-c3nc4ccccc4[nH]3)cc2)cc(OC)c1OC | 62 | . | 47 | 34 | 56 | 24 | 45 | 15 | 15
O=C(NCN1C(=O)c2cccc3cccc(c23)C1=O)N1CCC(Cc2ccccc2)CC1 | 99 | 104 | 100 | 99 | 91 | 87 | 98 | 100 | 70
C[C@@H]1CC[C@@H]2[C@@H]1[C@H](OC(=O)/C=C/c1ccccc1)[C@]1(c3ccccc3)C[C@@H](NC(=O)CO)[C@@]2(C)O1 | 97 | 92 | 102 | 95 | 90 | 100 | 100 | 104 | 109
COc1cc(-c2nc3ccccc3[nH]2)ccc1OCC(=O)N=Nc1c(O)[nH]c2ccc([N+](=O)[O-])cc12 | 109 | 108 | 99 | 74 | 99 | 105 | 112 | 105 | 110
COc1ccc(C/C(C)=C(/c2ccc(OCCCN(C)C)cc2)c2ccc(OC(=O)Cc3ccccc3)cc2)cc1 | 88 | 99 | 104 | 107 | 92 | 86 | 109 | 97 | 89

Screening results as filed in PubChem BioAssay.

Rows were taken by chance; overall some 12% were active at least once.
